uPA generation: qHTS for Inhibitors of Cell Surface uPA Generation | cell surface uPA generation assay, qHTS | Potency, µM (highest dose often 38.3 µM), for the others: at the highest dose activity change, negative = inhibition, actives largely listed as inhibitors | 0.31% of 330,000 active | AID 540303, 2011; active = well fitted inhibition curve with a large enough effect; inconclusive = small, poorly fitted or top-dose-only effect; inactive = no such curve, though single readings can be large or run the other way; tested in mouse RAW 264.7 cells; also: potency is read from the fitted curve at half-maximal effect; % is scaled to controls: 0 for no effect and ±100 for the full control effect; nearly all actives have a fitted effect of over 55% in size
TCR activator: Activators of T cell receptors: qHTS campaign; primary human leukocytes, anti-CD3, IL-2 HTRF, 48 h; Potency, µM (titrated, usually from 9.22 µM), for inactives: at the top dose activation of IL-2 secretion, actives largely listed as activators; 330,000 tested, under 10 active; AID 504894, 2011; also: % of control where 0% means no effect
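Using a-CD3 beads without co-stimulation, primary human leukocytes were exposed to compounds for 48 hr. An HTRF IL-2 kit measured the cytokine, with europium-to-d2 energy transfer producing emission at 665nm upon 320nm excitation.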
Eya2 phos inh: qHTS Assay for Inhibitors of the Phosphatase Activity of Eya2 | Potency, µM (doses to about 76.9 µM), for the others: top-dose activity, negative = inhibition, most hits filed as inhibitors | recombinant Eya2, OMFP fluorescence dephosphorylation (OMFP is methylfluorescein phosphate) | 0.006% of 330,000 active; also: potency is read from the fitted curve at half-maximal effect; % is scaled to controls: 0 for no effect and ±100 for the full control effect
Target sequence (O00167 whole entry, looked up): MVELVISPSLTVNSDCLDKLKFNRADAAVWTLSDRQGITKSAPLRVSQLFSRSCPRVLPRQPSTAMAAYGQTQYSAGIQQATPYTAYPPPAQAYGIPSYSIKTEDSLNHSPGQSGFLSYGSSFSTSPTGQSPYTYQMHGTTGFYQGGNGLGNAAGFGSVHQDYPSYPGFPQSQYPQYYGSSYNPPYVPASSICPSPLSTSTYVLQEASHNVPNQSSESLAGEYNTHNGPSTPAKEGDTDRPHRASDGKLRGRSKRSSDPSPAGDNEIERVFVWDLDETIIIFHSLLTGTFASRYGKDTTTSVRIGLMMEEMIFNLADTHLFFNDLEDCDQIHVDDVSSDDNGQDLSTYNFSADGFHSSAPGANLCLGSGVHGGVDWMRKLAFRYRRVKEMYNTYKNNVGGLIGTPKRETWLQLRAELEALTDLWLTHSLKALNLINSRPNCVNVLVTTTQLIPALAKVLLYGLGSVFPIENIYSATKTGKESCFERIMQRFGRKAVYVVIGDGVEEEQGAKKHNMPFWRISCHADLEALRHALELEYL
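Eya2 protein (added as 0.2 uM solution) was preincubated with compound for 10 min at ambient temperature in 50 mM HEPES pH 7.5, 50 mM NaCl, 5 uM MgCl2, 0.05% BSA, 1 mM DTT. OMFP (added at 50 uM) then reacted 10 min; fluorescence read at 485/525 nm.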
BCR signal inh: qHTS Assay to Find Inhibitors of Chronic Active B-Cell Receptor Signaling. Potency, µM (top dose mostly 46.1 µM), without a hit: at the top dose ratio change, negative = lower green/red ratio, actives largely listed as inhibitors. ABC-DLBCL IkBa-CBG/CBR reporter, luminescence ratio, 4 h. 0.05% of 340,000 active; active = well fitted inhibition curve with a large enough effect in the signal ratio, with a control signal flat, not every such curve was filed as active; inconclusive = small, poorly fitted or top-dose-only effect, or effect the other way, or a change in a side signal; the % refers to the signal ratio;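 also: potency is read from the fitted curve at half-maximal effect; plate controls were basal doxycycline-induced cells for no effect and cells given 10 µM MG132 for full effect; MG132 reads +100%, hits lower the ratio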
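TMD8 ABC-DLBCL cells carrying doxycycline-inducible green luciferase fused to IkappaBalpha plus unfused red luciferase were exposed to compounds (up to 46 uM) for 4 hrs at 37C. Activity came from the overlap-corrected green/red luminescence ratio.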
B2AR arrestin: qHTS assay of beta-arrestin-biased ligands of beta2-adrenergic receptor. 0.02% of 330,000 active. beta-arrestin recruitment to beta2AR, cell-based reporter. Potency, µM (series often up to 46.1 µM), for inactives: at the highest dose activation, hits mostly activators. Beta-2 adrenergic receptor (Homo sapiens), P07550. AID 492947, 2010;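 also: potency is read from the fitted curve at half-maximal effect; 0% = DMSO controls and full agonism = EC100 isoproterenol or metaproterenol; nearly all actives have a fitted effect of over 65% in size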
ELG1 repair inh: qHTS screen for small molecules that inhibit ELG1-dependent DNA repair in human embryonic kidney (HEK293T) cells expressing luciferase-tagged ELG1; Potency, µM (highest dose often 46.1 µM), inactives show at the highest dose activity change, negative = inhibition, hits mostly inhibitors; 2.3% of 330,000 active; HEK293T ELG1-luciferase reporter, luminescence, 16 h; DNA damage induced by 5-fluorouridine; also: potency is read from the fitted curve at half-maximal effect; % is scaled to controls: 0 for no effect and ±100 for the full control effect; nearly all actives have a fitted effect of over 55% in size
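Reporter activity after DNA damage by 5-fluorouridine is monitored. Compound-treated cells incubate 16 hr at 37 °C, then ONE-Glo is added for 30 min before luminescence reading.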
Tb PFK inh: qHTS Assay to Find Inhibitors of T. brucei phosphofructokinase; Potency, µM (doses to about 57.5 µM), for the others: top-dose activity, negative = inhibition, hits mostly inhibitors; ATP-dependent 6-phosphofructokinase (Trypanosoma brucei brucei), O15648; T. brucei PFK, ADP-Glo luminescence; 0.17% of 330,000 active;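 also: potency is read from the fitted curve at half-maximal effect; 0% = uninhibited 1x PFK enzyme wells and -100% = no-enzyme wells; nearly all actives have a fitted effect of over 60% in size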
Target sequence (O15648 whole entry, looked up): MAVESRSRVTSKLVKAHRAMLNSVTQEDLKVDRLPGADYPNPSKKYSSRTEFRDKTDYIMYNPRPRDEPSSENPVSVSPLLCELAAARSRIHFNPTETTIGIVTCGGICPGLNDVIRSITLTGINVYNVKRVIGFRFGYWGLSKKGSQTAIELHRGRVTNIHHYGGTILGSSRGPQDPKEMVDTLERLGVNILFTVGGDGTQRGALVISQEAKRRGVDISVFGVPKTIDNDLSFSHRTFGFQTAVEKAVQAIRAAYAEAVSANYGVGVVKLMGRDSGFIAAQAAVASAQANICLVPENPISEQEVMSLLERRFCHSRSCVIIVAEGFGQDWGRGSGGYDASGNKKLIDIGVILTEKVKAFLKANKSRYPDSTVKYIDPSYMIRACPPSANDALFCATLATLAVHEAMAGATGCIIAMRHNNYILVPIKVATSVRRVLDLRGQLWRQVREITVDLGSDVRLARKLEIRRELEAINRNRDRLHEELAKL
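1.25 nM PFK with 0.5 mM F6P and 0.1 mM ATP in 0.1 M TEA pH 8.0, 5 mM MgCl2, incubated 45 min at room temperature; ADP measured by ADP-Glo luminescence; compounds titrated up to 57 uM.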
TSHR antagonist: Antagonists of the Thyroid Stimulating Hormone Receptor: HTS campaign. Thyrotropin receptor (Homo sapiens), P16473. TSHR-expressing cells, TSH-stimulated cAMP HTRF, 2 h; hits give low values. activity change, negative = inhibition, % at 11.5 µM. 0.2% of 330,000 active;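 active = activity change below a set negative limit, meaning inhibition stronger than a set level, cut at about -70% in these data; inconclusive = activity change between two set negative limits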; also: % is scaled to controls: 0 for no effect and ±100 for the full control effect
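Competitive HTRF cAMP read-out (cryptate anti-cAMP antibody, cAMP-d2; 30 min, room temperature) in freshly harvested TSHR cells. Compounds added before TSH at EC80 (4nM final), followed by 2 hours' incubation at 37 deg C.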
PTAP TSG101 blk: qHTS Assay for Iinhibitors of HIV-1 Budding by Blocking the Interaction of PTAP/TSG101; Fluorescence polarization, FITC-PTAP peptide / Tsg101 binding; Potency, µM (doses to about 115 µM), inactives show top-dose activity change, negative = inhibition, hits mostly inhibitors; 340,000 tested, under 10 active; active = well fitted inhibition curve with a large enough effect in the main read-out, with a control signal flat, not every such curve was filed as active; inconclusive = small, poorly fitted or top-dose-only effect, or effect the other way, or a change in a side signal; inactive = no such curve, though single readings can be large or run the other way; also: potency is read from the fitted curve at half-maximal effect; % of control where 0% means no effect
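Tsg101 binding domain (10 uM final) was mixed with compound and a FITC-labeled PTAP peptide (50 nM final) in HEPES pH 7.5 buffer with NaCl, Tween 20, EDTA and TCEP; fluorescence polarization was read after 20 min at r.t.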
USP2a block: qHTS Assay for Inhibitors of Ubiquitin-specific Protease USP2a Using CHOP2 as the Reporter; AID 463254, 2010; 0.01% of 330,000 active; Ubiquitin carboxyl-terminal hydrolase 2 (Homo sapiens), O75604; USP2 core, Ub-CHOP2 coupled fluorogenic reporter, 485/531; Potency, µM (titrated, usually from 38.3 µM), without a hit: at the highest dose activity change, negative = inhibition, hits mostly inhibitors;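 also: potency is read from the fitted curve at half-maximal effect; plate controls were DMSO wells for no effect and full inhibition by NEM control for full effect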
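Cell-free coupled assay: 10nM USP2 core preincubated 30min RT with compound in Tris-HCl pH 8.0/CaCl2/CHAPS buffer, then 25nM Ub-CHOP2 and 25nM reporter substrate; fluorescence (Ex 485/Em 531) read after 60min RT, normalized to NEM inhibition, concentration-response curves fitted.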
Mito fusion act: qHTS Assay for Small Molecule Inhibitors of Mitochondrial Division or Activators of Mitochondrial Fusion | S. cerevisiae fusion-defective mutant growth rescue, CellTiterGlo 48 h | Potency, µM (highest dose often 46.1 µM), without a hit: at the top dose growth rescue (activation), actives largely listed as activators | 0.23% of 320,000 active | AID 485298, 2010;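 also: potency is read from the fitted curve at half-maximal effect; % of control where 0% means no effect; nearly all actives have a fitted effect of over 45% in size; temperature-sensitive fusion mutants such as fzo1-1 at 37 °C on non-fermentable ethanol glycerol medium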
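Yeast fusion mutant, YPEG (non-fermentable carbon), compound, 48 h at 37C non-permissive; CellTiterGlo added, 10 min RT, luminescence read. Rescued growth = division inhibition.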
Starred values were filed as active, the others as inactive; ? = inconclusive; . = no result given; & = joins results of further samples; [ ] = another dose, or the depositor's remark. Unless noted, calls follow the shape of the dose curve; as a rule, active = well fitted curve in the direction sought with a large enough effect; inconclusive = small, poorly fitted or top-dose-only effect, or another doubt; inactive = no such curve, though single readings can be large; an effect the other way counts as inactive or inconclusive.

SMILES	uPA generation	TCR activator	Eya2 phos inh	BCR signal inh	B2AR arrestin	ELG1 repair inh	Tb PFK inh	TSHR antagonist	PTAP TSG101 blk	USP2a block	Mito fusion act
O=C(Nc1cc(Cl)ccc1N1CCOCC1)c1ccncc1	7%	3%	7%	-2%	-0.7%	?	4%	.	-3%	8%	.
O=Cc1ccc(C(=O)OCC(=O)N2CCCC2)cc1	.	-15%	-10%	-5%	-0.1%	23%	3%	-9	2%	4%	0%
O=C(c1cc(COc2cccc(C(F)(F)F)c2)on1)N1CCC(c2ccncc2)CC1	-20%	-1%	?	?	0.0%	0%	1%	8	0%	0%	1%
Cc1c(N2C(=O)C3C4C=CC(C5CC45)C3C2=O)c(=O)n(-c2ccccc2)n1C (configuration not stated)	5%	-6%	1%	9%	0.0%	-4%	2%	-4	0%	1%	1%
COc1ccc(C(=O)COC(=O)COc2cc(C)cc(C)c2)cc1	3%	-6%	-2%	2%	-0.6%	5%	7%	0	.	4%	-4%
CCCCC(CC)C1OCC(C[N+]2(C)CCOCC2)O1 (configuration not stated)	0%	1%[46.1 µM]	1%	-9%	-0.8%	?	0%	18	-2%	1%	-3%
COC(=O)C1CCN(C(=O)C2CCCCC2)CC1	4%	.	-11%	-1%	0.5%	8%	-8%	1	-4%	-1%	-7%
CCN(CC)S(=O)(=O)c1ccc(NC(=S)NC(=O)CC(C)C)cc1	11%	-4%[46.1 µM]	-8%	0%	-1.3%	?	-9%	9	-1%	0%	5%
CCCn1c(SCC(=O)Nc2c(C)cccc2C)nnc1C(C)C	0%	2%	4%	0%	-0.3%	-1%	7%	-5	-12%	1%	-4%
COc1ccc(CC(=O)Nc2cccc(-c3ccc4nncn4n3)c2)cc1OC	-1%	-3%	5%	-9%	0.0%	7.3µM*	1%	-16	-6%	-2%	-2%
CCOC(=O)N1CCN(CCC(=O)Nc2ccccc2)CC1	2%	.	6%	9%	-0.6%	7%	-1%	0	0%	3%	0%
O=C(Nc1ccccc1C(=O)Nc1ccncc1)c1ccc([N+](=O)[O-])cc1	-4%	-1%	-2%	?	-0.1%	-4%	3%	-9	-1%	1%	5%
Cc1cccn2c(=O)c3cc(C(=O)NCc4cccnc4)c(=N)n(C)c3nc12	.	.	10%	-1%	-0.5%	1%	1%	-14	.	0%	0%
COc1ccc(C(=O)OCC(=O)c2ccc[nH]2)cc1	5%	4%	10%	-1%	0.3%	?	-2%	2	1%	0%	2%
CCOC(=O)c1sc2nc(C)c([N+](=O)[O-])c(COC)c2c1N	12%	-4%	-9%	3%	-0.7%	-2%	1%	0	1%	8%	11%
COc1ccc(C(=O)c2ccc(OC)cc2OC)cc1	-17%	0%	-4%	-8%	-1.0%	?	2%	1	0%	0%	-2%
O=C(COC(=O)CNC(=O)c1ccc(Cl)c([N+](=O)[O-])c1)NCC1CCCO1 (configuration not stated)	-6%	2%	2%	10%	0.0%	9%	-2%	3	-2%	0%	-3%
CCOC(=O)c1c(C)oc2ccc(OCc3cc(C(=O)OC)oc3C)cc12	-7%	-2%	2%	?	0.4%	-8%	-1%	-5	0%	2%	5%
COc1ccc(N2C(=O)CSC2c2cccc(OC)c2OC)cc1 (configuration not stated)	1%	-2%[46.1 µM]	4%	?	-0.1%	-10%	0%	2	-3%	-1%	-3%
O=C(CNC(=O)c1ccncc1)N/N=C/c1cccc([N+](=O)[O-])c1	-6%	3%	5%	-22%	0.0%	4%	-2%	3	-6%	5%	-5%
COC(=O)c1cccc(Nc2cc(C)nc(-c3ccccc3O)n2)c1	-2%	-2%	-34%	?	-0.5%	?	-13%	-25	0%	-8%	6%
COc1ccc(C(=O)c2ccccc2)c2c(O)ccc(C(=O)c3ccccc3)c12	3%	-3%	5%	0%	-0.1%	?	-1%	?	-5%	-2%	1%
Cc1ccc(CC(NC(=O)c2ccccc2)C(=O)NC(C)C(=O)O)cc1 (configuration not stated)	.	1%	-2%	2%	0.0%	-3%	4%	1	-6%	5%	-2%
COc1ccc(C(C(O)C(=O)c2c[nH]c3ccccc23)N2CCN(c3ccc(OC)cc3)CC2)cc1 (configuration not stated)	-11%	-3%	-4%	-15%	3.7%	-26%	?	.	-12%	-9%	1%
COc1ccc(CSc2nncn2N)cc1[N+](=O)[O-]	-5%	-3%	5%	0%	-1.5%	11%	4%	27	-2%	4%	-3%
O=C(/C=C/c1cnc2ccccc2n1)NC1CCCCCC1	-3%	6%[46.1 µM]	2%	?	1.9%	?	4%	-8	-10%	0%	5%
CNC(=O)COc1coc(CN2CCN(c3ccccc3)CC2)cc1=O	4%	-10%	0%	1%	0.0%	-1%	-13%	-4	-10%	1%	4%
O=C(NNC(=O)c1ccccc1OCc1ccccc1Cl)c1csc(N2CCOCC2)n1	-29%	-2%	-7%	?	-0.4%	2%	6%	18	-3%	0%	3%
CCOC(=O)c1ccc(NNC(=O)CC)c([N+](=O)[O-])c1	8%	1%	-11%	?	0.0%	-13%	2%	-7	-11%	0%	-5%
Cc1ccc2oc(=O)cc(CN3CC(C)OC(C)C3)c2c1 (configuration not stated)	0%	3%	1%	-2%	0.0%	22%	-3%	8	-2%	3%	-8%
O=C(Nc1ccc(F)c([N+](=O)[O-])c1)c1ccc2c(c1)OCCO2	-5%	1%	-10%	?	-0.4%	7%	-17%	-14	-4%	10%	-4%
COc1ccc(N/N=C(\C#N)C(=N)N2CCCCC2)cc1	?	3%	8%	-1%	1.0%	?	-14%	-1	2%	0%	-4%
COc1cc(C(=O)NNC(=O)c2cc(-c3ccccc3)n[nH]2)cc(OC)c1C	1%	-3%	1%	?	-0.2%	?	0%	-21	4%	0%	2%
Cc1ccc2c(c1)c(CC(=O)Nc1ccc(C)c(F)c1)c(C(=O)O)n2C	7%	-11%	-13%	19%	-0.7%	11%	-4%	13	-15%	-5%	-2%
CCOC(=O)C1(Cc2cccc(OC)c2)CCN(Cc2ccc(C)s2)CC1	-9%	1%	4%	-1%	-0.5%	?	-4%	-2	-4%	3%	-8%
O=C(Cn1c(=O)oc2cc(S(=O)(=O)N3CCCC3)ccc21)Nc1ccc(C(F)(F)F)cc1	6%	-1%	-26%	2%	0.2%	24%	12%	-6	-2%	-8%	-1%
Cc1ccc(C)c(N2CCN(C(=O)c3csc4ccccc34)CC2)c1	-1%	-5%[46.1 µM]	-2%	4%	-0.2%	-28%	-6%	-10	2%	-1%	?
COc1ccccc1/C=C/C(=O)OC(C)CN1CCCCC1 (configuration not stated)	-2%	.	8%	4%	-0.8%	17%	1%	-9	-2%	1%	2%
COc1ccc(OC)c(S(=O)(=O)n2ccnc2C(C)C)c1	-4%	.	-1%	4%	-0.3%	-14%	2%	1	2%	0%	0%
CC(=C/c1ccccc1)/C=N/NC(=O)c1cc(C)oc1C	-5%	7%[46.1 µM]	-10%	?	3.3%	?	11%	4	-4%	-2%	-11%
CCCCCC(=O)N1CCN(CCN=CC2=C(O)CC(c3cccs3)CC2=O)CC1 (configuration not stated)	-3%	0%&-3%	9%	-11%	-0.2%	16%	0%	0	-7%&0%	-1%	-1%
Cc1nc2c(Cl)c(C)nn2c2c1CCC2	-3%	8%	-22%	-2%	0.3%	8%	-3%	13	0%	1%	-5%
CCOCC(=O)N1CCN(Cc2ccc3c(c2)OCO3)CC1	4%	1%	8%	.	-0.3%	-11%	-4%	-3	1%	2%	1%
O=C(OCC(=O)N1CCN(c2ccccc2)CC1)c1ccccc1[N+](=O)[O-]	-3%	2%	-11%	?	-0.3%	?	1%	-2	-2%	-6%	-5%

Source: PubChem
